15-hLO inh: 15-hLO (ALOX15) enzyme inhibition. purified 15hLO-1, xylenol orange hydroperoxide absorbance. Potency, µM (series often up to 57.1 µM), inactives show top-dose activity change, negative = inhibition, actives largely listed as inhibitors. 74,000 compounds, 1.4% hits. AID 887; further: potency means the concentration at half of the fitted maximal effect; on the % scale 0 is the no-effect control and ±100 the full control effect; nearly all actives have a fitted effect of over 55% in size
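Hydroperoxide formed from arachidonic acid (50 uM) by purified human 15hLO-1 (40 nM) oxidizes ferrous iron, and the ferric-xylenol orange complex is read at 573 versus 405 nm. Compounds were preincubated 15 min; reaction ran 6 min at room temperature.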
Tau filament bind: tau filament binding. recombinant tau filaments, thioflavin S fluorescence, 15 h; filaments grown with octadecylsulfate alongside compound. Potency, µM (series often up to 57.1 µM), for inactives: at the top dose activity change, negative = inhibition. 71,000 compounds, 2% hits. AID 596;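 further: potency means the concentration at half of the fitted maximal effect; on the % scale 0 is the no-effect control and ±100 the full control effect; actives lower thioflavin S fluorescence by blocking filaments or displacing dye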
Target sequence (P10636 whole entry, looked up): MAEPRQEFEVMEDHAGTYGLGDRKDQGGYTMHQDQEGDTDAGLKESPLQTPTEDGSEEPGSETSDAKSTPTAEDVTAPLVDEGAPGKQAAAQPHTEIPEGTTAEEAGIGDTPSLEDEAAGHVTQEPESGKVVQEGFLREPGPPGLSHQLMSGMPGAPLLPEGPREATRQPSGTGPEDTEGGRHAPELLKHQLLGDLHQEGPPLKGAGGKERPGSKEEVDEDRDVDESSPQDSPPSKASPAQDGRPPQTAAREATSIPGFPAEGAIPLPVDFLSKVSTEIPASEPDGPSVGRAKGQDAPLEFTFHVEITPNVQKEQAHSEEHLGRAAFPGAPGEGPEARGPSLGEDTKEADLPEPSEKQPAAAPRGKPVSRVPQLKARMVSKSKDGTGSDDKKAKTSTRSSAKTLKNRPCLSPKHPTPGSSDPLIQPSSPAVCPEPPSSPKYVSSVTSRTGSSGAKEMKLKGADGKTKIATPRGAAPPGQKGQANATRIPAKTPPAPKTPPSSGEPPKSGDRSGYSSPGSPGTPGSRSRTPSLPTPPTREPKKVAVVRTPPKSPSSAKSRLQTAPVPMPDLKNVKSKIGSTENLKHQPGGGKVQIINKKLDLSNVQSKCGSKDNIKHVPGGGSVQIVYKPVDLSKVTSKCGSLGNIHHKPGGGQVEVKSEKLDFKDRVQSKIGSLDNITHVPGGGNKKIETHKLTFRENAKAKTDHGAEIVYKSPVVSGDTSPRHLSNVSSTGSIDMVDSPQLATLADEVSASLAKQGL
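Quantitative HTS: thioflavine S signal from ODS-induced tau filaments, excited at 450 nm, emission 510 nm. Conditions: 1 uM tau, 30 uM ODS, 15 h at 37 C, pH 7.4.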
CRE Fsk mod: CRE-bla signaling modulation under forskolin stimulation; CHO CRE-bla reporter (cAMP response element driving beta-lactamase), forskolin EC10, beta-lactamase ratio; Potency, µM (top dose mostly 38.2 µM), inactives show at the top dose activity change, negative = inhibition, actives largely listed as activators; 71,000 compounds, 2.5% hits; active means well fitted activation curve with a large enough effect in the signal ratio, with a control signal flat, not every such curve was filed as active; inconclusive means small, poorly fitted or top-dose-only effect, or effect the other way, or a change in a side signal; the % refers to the signal ratio; further: potency means the concentration at half of the fitted maximal effect; % of control where 0% means no effect
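CRE-bla CHO reporter cells treated with compound titration plus EC10 NKH 477 (water-soluble forskolin), incubated 3 h at 37 °C; CCF4 loading 2 h at room temperature, 460/530 nm emission ratio read, AC50 values derived for positive or negative modulators.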
ERK AVP block: inhibitors of vasopressin-stimulated ERK signaling pathway | HEK293-V1b, vasopressin-stimulated pERK AlphaScreen | AID 995 | 72,000 compounds, 0.99% hits | Potency, µM (highest dose often 57.5 µM), inactives show at the top dose activity, negative = inhibition, hits mostly inhibitors; further: potency means the concentration at half of the fitted maximal effect; on the % scale 0 is the no-effect control and ±100 the full control effect; nearly all actives have a fitted effect of over 55% in size
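HEK293 cells stably expressing V1b receptor, preincubated 30 min at 37 °C with compound, then stimulated 5 min with 25 nM vasopressin. Phospho-ERK by AlphaScreen SureFire after 5 h RT; normalized to DMSO and vasopressin; AC50 by Hill fit.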
Hsp90 Hop PPI: changes Hsp90-Hop TPR2A binding signal, up or down; Potency, µM (highest dose often 57 µM), without a hit: at the highest dose activity change, negative = inhibition; 71,000 compounds, 0.44% hits; AlphaScreen TPR2A-His6 binding biotin-Hsp90 C-terminal peptide; AID 595; active means well fitted curve in either direction with a large enough effect; inconclusive means small, poorly fitted or top-dose-only effect, or another doubt; further: potency means the concentration at half of the fitted maximal effect; on the % scale 0 is the no-effect control and ±100 the full control effect; many of its hits are not listed in these tables
DNA Pol III inh: inhibitors of bacterial DNA polymerase III holoenzyme; AID 603; 71,000 compounds, 0.25% hits; reconstituted DNA polymerase III holoenzyme replication, biochemical; Potency, µM (highest dose often 57.1 µM), for the others: top-dose activity change, negative = inhibition; further: potency means the concentration at half of the fitted maximal effect; on the % scale 0 is the no-effect control and ±100 the full control effect
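Reconstituted *E. coli* holoenzyme (0.35 nM Pol III, 1 nM beta, 154 nM SSB, 2 nM primase) was preincubated with compound for 15 min at RT. Synthesis on 1.4 nM ssM13Gori ran 35 min, then was stopped with PicoGreen/EDTA and read as dsDNA fluorescence.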
Ub-GFP proteasome: ubiquitin-GFP accumulation via proteasome inhibition. Ubiquitin-GFP reporter cells, proteasome inhibition, GFP fluorescence; response scale: untreated = 0%, 10 µM MG-132 = 100%. Potency, µM (top dose mostly 45.9 µM), inactives show top-dose activation (GFP accumulation), actives largely listed as activators. 67,000 tested, under 10 active; active means well fitted activation curve with a large enough effect, not every such curve was filed as active; inconclusive means small, poorly fitted or top-dose-only effect, or another doubt; inactive means no such curve, though single readings can be large or run the other way; further: potency means the concentration at half of the fitted maximal effect
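Reporter cells (U2OS, ubiquitin-G76V-GFP fusion) are plated overnight, then treated 4 hr at 37 °C with compound titrations from 46 uM down to 2.9 nM. Activity is scaled against untreated cells and 10 uM MG-132.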
HADH2 inh: HADH2 (human) dehydrogenase inhibition. recombinant HADH2, NADH fluorescence, beta-hydroxybutyryl-CoA. Q99714. Potency, µM (series often up to 57.1 µM), for the others: top-dose activity change, negative = inhibition, actives largely listed as inhibitors. 73,000 compounds, 3.4% hits; further: potency means the concentration at half of the fitted maximal effect; on the % scale 0 is the no-effect control and ±100 the full control effect; nearly all actives have a fitted effect of over 60% in size; many of its hits are not listed in these tables
Target sequence (Q99714 whole entry, looked up, one chain of several): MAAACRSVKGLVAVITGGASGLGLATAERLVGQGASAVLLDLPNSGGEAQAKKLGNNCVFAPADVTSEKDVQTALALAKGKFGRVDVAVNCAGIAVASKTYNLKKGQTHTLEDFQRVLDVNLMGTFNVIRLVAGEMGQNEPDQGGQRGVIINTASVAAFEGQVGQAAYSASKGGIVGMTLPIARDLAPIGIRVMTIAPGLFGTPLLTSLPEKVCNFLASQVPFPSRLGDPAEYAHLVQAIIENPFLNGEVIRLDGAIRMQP
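E. coli-expressed His-tagged HADH2 tested at 20 nM in alkaline Tris buffer (pH 9.0); oxidation of 90 uM beta-hydroxybutyryl-CoA with 1 mM NAD+ tracked fluorimetrically for 4 min.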
Luciferase inh: inhibitors of firefly luciferase. AID 411. 72,000 compounds, 2.2% hits. purified firefly luciferase, luminescence, 8 min. Potency, µM (top dose mostly 57.1 µM), for inactives: top-dose activity change, negative = inhibition, actives largely listed as inhibitors. P08659; further: potency means the concentration at half of the fitted maximal effect; on the % scale 0 is the no-effect control and ±100 the full control effect; nearly all actives have a fitted effect of over 40% in size
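Luminescence read-out after 8 min at room temperature; enzyme reaction used luciferin plus 10 uM ATP (linear range) in imidazole buffer pH 7.2 with KCl, MgCl2, Tween 20 and BSA. Each sample was run as a titration.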
Epigenetic mod: derepresses silenced GFP locus in mouse C127i cells | mouse C127i GFP locus derepression, cytometry, 30 h | Potency, µM (doses to about 46.1 µM), inactives show top-dose GFP derepression (activation) | 68,000 compounds, 0.09% hits; further: % of control where 0% means no effect
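Derepression screen: silenced CMV-GFP reporter in murine C127i cells, 30 h compound incubation at 37 C, washed cells imaged by laser-scanning cytometer to enumerate GFP-expressing objects of 20 to 120 um.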
HBB splice mod: modulators of hemoglobin beta chain splicing; HBB splicing reporter cell assay, activation; EGFP reporter with mutant IVS2-654 intron; response scale: normalised to 500 nM splice-correcting PNA; Potency, µM (titrated, usually from 46.1 µM), for the others: at the top dose activation, most hits filed as activators; 65,000 compounds, 0.06% hits; further: potency means the concentration at half of the fitted maximal effect; 0% is about no effect
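HeLa cells stably expressing EGFP interrupted by mutant beta-globin intron 2 (IVS2-654), 500/well in 2% FCS. Treated with compound for 2 days at 37C. Splicing correction scored as total well GFP intensity (488 nm excitation, 500-520 nm emission); 500 nM antisense PNA served as control.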
* = called active by the depositor; i = inactive; u = inconclusive; x = not tested or not shown; [ ] = another dose, or the depositor's remark. Unless noted, the call rests on the fitted dose curve; in most records, active means well fitted curve in the direction sought with a large enough effect; inconclusive means small, poorly fitted or top-dose-only effect, or another doubt; inactive means no such curve, though single readings can be large; an effect the other way counts as inactive or inconclusive.

Below each compound: 15-hLO inh | Tau filament bind | CRE Fsk mod | ERK AVP block | Hsp90 Hop PPI | DNA Pol III inh | Ub-GFP proteasome | HADH2 inh | Luciferase inh | Epigenetic mod | HBB splice mod
> Cn1c(CSc2ncccn2)nnc1SCC(=O)N1CCCCC1
 : 4% | -7% | -1% | 7% | 0% | -4% | 0% | 6% | -1% | 2% | x
> COc1ccc(NC(=O)C2C3C=CC(C3)C2C(=O)NCc2ccco2)cc1 (centres undefined)
 : 8% | -14% | -1% | -2% | -3% | 0% | -4% | 16% | 3% | 2% | -0.2%[57.5 µM]
> COc1ccc(S(=O)(=O)CCC(=O)O)cc1
 : -2% | 15% | -4% | 16% | 3% | -6% | 9% | -1% | 1% | 0% | -0.1%
> N#CCCn1c(=O)c(-c2cccc(C#N)c2)nc2cnc(Oc3cccc(Cl)c3)nc21
 : 1% | -8% | u | -2% | -19% | -5% | -4% | u | 3%[11.4 µM] | 16%[9.22 µM] | -1.1%
> CCCOC(=O)c1ccc(Oc2c(-c3ccc(OCC)cc3O)n[nH]c2C)cc1
 : -18% | 22% | u | 9% | -6% | -1% | -3% | -5% | 3% | 7% | 5.6%[0.369 µM]
> Cc1ccc(N(CC(O)CN2CCOCC2)S(=O)(=O)c2ccc3ccccc3c2)cc1 (centres undefined)
 : -21% | -17% | -18% | 12% | -4% | 4% | -18% | -22% | 1% | -2% | -0.1%[9.22 µM]
> NS(=O)(=O)c1ccc(CNC(=O)NC2(c3ccccc3)CC2)cc1
 : 4% | 5% | -6% | x | -1% | -4% | -3% | -3% | 0% | x | -0.6%
> CCOc1ccccc1N1CCN(S(=O)(=O)c2cccc3nsnc23)CC1
 : 2% | 20µM* | -12% | u | -12% | -5% | -4% | 14% | 2% | 0% | -1.6%
> Cc1ccc(S(=O)(=O)N(C)CCCC(=O)NCc2ccc3c(c2)OCO3)cc1
 : -11% | -1% | -13% | -18% | 3% | -1% | 0% | u | -1% | 6% | -0.6%
> Cc1nc2ccc(-n3ccc(=O)cc3)cc2s1
 : 16% | -21% | 2% | 0% | -2% | -3% | 2% | -1% | 2% | -1% | -2.4%
> CS(=O)(=O)N(Cc1ccco1)CC(O)Cn1c2ccccc2c2ccccc21 (centres undefined)
 : -2% | 29% | u | u | -7% | -4% | -6% | -9% | 1% | 8% | -1.0%
> CC1(C)CC(=O)C2=C(C1)OC(N)=C(C#N)C21CCN(C(=O)OCc2ccccc2)CC1
 : -15% | -4% | 2% | -16% | 0% | -1% | -2% | 11% | 0% | 6% | -0.7%
> CCn1c2ccccc2c2cc(C3C(C#N)=C(C)NC(C)=C3C#N)ccc21
 : -12% | 25% | u | 23% | 9% | -2% | -11% | u | 0% | 1% | -0.3%
> CCOc1ccc(S(=O)(=O)NCCC(=O)OC(C)C(=O)N2CCc3ccccc32)cc1 (centres undefined)
 : -6% | 5% | -24% | 8% | 3% | 2% | 21% | -1% | -1% | 3% | 1.1%
> CCCCn1c(=O)[nH]c(=O)c2c1nc(-c1ccncc1)n2CCOC
 : 4% | 3% | 1% | 3% | 1% | -4% | 10% | -4% | 0% | 0% | 2.0%
> CCn1c(NC(=O)Nc2ccccc2OC)nc2ccccc21
 : 21% | -8% | u | 8% | 0% | 3% | 13% | 6% | -1% | 0% | -0.7%
> CCCNC(=O)OC[C@@H]1O[C@H](CCO/N=C(\C)CCN2CCc3nc(-c4ccccc4)c(-c4ccccc4)cc3C2)C=C[C@@H]1Oc1ccc(OC)cc1
 : -1%[11.4 µM] | x | x | -2%[11.5 µM] | x | x | x | 15%[11.4 µM] | 0%[11.4 µM] | x | -1.5%[9.22 µM]
> CN1CCN(c2ncc3nc(-c4ccc(Cl)cc4)c(=O)n(Cc4cccs4)c3n2)CC1
 : 4% | 2µM* | u | u | 6% | 9% | 0% | 17% | 0%[11.4 µM] | 2%[9.22 µM] | 1.3%
> CC(C)c1nnc(NC(=O)CCC(=O)N2CCN(C3CCCCC3)CC2)s1
 : 2% | 15% | -8% | -26% | -6% | -5% | 1% | 6% | -1% | 4% | -2.1%
> Cc1c(NC(=O)CCN2C(=O)c3ccccc3C2=O)c(=O)n(-c2ccccc2)n1C
 : -6% | 9% | -5% | 5% | -3% | -3% | 0% | 15% | 0% | -2% | -0.6%[9.22 µM]
> O=C(CN1CCN(Cc2ccc3c(c2)OCO3)CC1)N1CCc2[nH]c3ccccc3c2C1
 : 1% | 29% | -14% | -15% | -8% | -9% | -6% | 8% | 0% | -2% | 3.3%[1.84 µM]
> Cc1ccc(S(=O)(=O)N(C)CC(=O)N2CCc3ccccc32)cc1
 : -1% | 3% | -7% | -8% | 7% | -1% | -12% | 3% | 2% | 2% | 0.4%
> CCOC(=O)c1cnn(-c2nc(CC)nc3sc4c(c23)CCC4)c1N
 : -6% | 2% | 7% | 17% | u | 6% | 3% | 11% | 2% | 5% | -0.2%[57.5 µM]
> CCOC(=O)N1CCN(C(=O)CSc2nc3c(c(=O)n2-c2ccccc2OC)SCC3)CC1
 : -3% | 7% | -8% | 7% | -3% | -9% | -18% | -9% | -1% | 0% | 0.8%
> CC(C)(C)NC(=O)c1ccc(NC(=O)C2COc3ccccc3O2)cc1 (centres undefined)
 : -2% | -1% | 3% | 4% | 2% | 0% | 0% | 12% | 0% | 0% | x
> O=S(CC(O)COCc1ccc(Cl)cc1)c1ccccn1 (centres undefined)
 : 4%[11.4 µM] | -5%[11.4 µM] | -6%[7.6 µM] | -11% | 0%[11 µM] | -1%[11.4 µM] | -2%[9.17 µM] | 13%[11.4 µM] | 2% | 0% | 0.3%[0.0738 µM]
> CCOC(=O)c1cccc(NC(=O)CCS(=O)(=O)c2cccc3nsnc23)c1
 : -10% | u | -4% | -4% | -2% | 2% | -6% | -4% | 0% | 2% | -0.6%
> COC(=O)c1ccccc1NC(=O)NCc1ccccn1
 : 31%[activator] | -8% | -2% | -30% | -7% | -8% | 6% | 4% | -1% | -3% | 2.4%
> C=CCn1c(COc2ccc(Cl)cc2)nnc1SCC(=O)NCC(=O)OCC
 : 5% | -15% | -15% | 5% | -3% | -9% | 8% | -3% | -1% | 5% | 2.0%
> CN(C(=O)COC(=O)c1nc(-c2ccccc2)n(-c2ccccc2)n1)C1CCS(=O)(=O)C1 (centres undefined)
 : 4% | -16% | u | 33%[activator] | -6% | 3% | 9% | 3% | 2% | -1% | 0.3%
> Cc1c(NC(=O)CC2CC(C)OC2=O)c(=O)n(-c2ccccc2)n1C (centres undefined)
 : 5% | -12% | u | 0% | -2% | 3% | x | i | 0% | -3% | 0.6%[0.369 µM]
> COc1ccc(C(=O)n2cnc(N)n2)cc1
 : 5% | -1% | -20% | 6% | 3% | 5% | 3% | -13% | -5% | 0% | -1.8%
> N#CC(C(=O)O)=C1CCCC1
 : 4% | 4% | -3% | -7% | -2% | -9% | 0% | 2% | 0% | 4% | -1.0%[57.5 µM]
> N#Cc1ccc2ccn(CC(=O)NC3CCCCC3)c2c1
 : -7% | 2% | -2% | 1% | u | -5% | 4% | -2% | 2% | 1% | x
> c1ccc(CCn2nnnc2C(c2cccs2)N2CCN(Cc3ccc4c(c3)OCO4)CC2)cc1 (centres undefined)
 : -8% | -22% | -6% | 11% | -9% | 0% | 1% | -6% | 2% | 2% | x
> Cc1ccnc(N2CCC(C(=O)Nc3ccc4c(c3)OCO4)CC2)n1
 : -1% | -1% | 2% | -4% | -1% | 6% | 14% | 6% | 0% | -2% | -0.8%
> N#Cc1c(NC(=O)COC(=O)C2CC3C=CC2C3)oc(-c2ccccc2)c1-c1ccccc1 (centres undefined)
 : u | -9% | -4% | 1% | -18% | 2% | -4% | -17% | 0% | 0% | -1.0%[57.5 µM]
> CCn1c(SCc2nc3ccccc3[nH]2)nnc1-c1ccccc1OC
 : 12% | -8% | 13% | -16% | -1% | -7% | -3% | 0% | 1% | 0% | 1.6%[57.5 µM]

Compound activity from PubChem.

A portion of the library. The share of hits here may be higher or lower than overall.
